Assay outcomes from PubChem BioAssay.
Pf Dd2 growth – blocks in vitro growth of P. falciparum Dd2; 120,000 compounds, 4.3% hits; P. falciparum Dd2 growth, SYBR Green, 72 h; AID 1347417; Potency, µM (doses to about 28.9 µM), inactives show at the highest dose activity, negative = inhibition, actives largely listed as inhibitors; active means well fitted inhibition curve with a large enough effect; inconclusive means small, poorly fitted or top-dose-only effect; inactive means no such curve, though single readings can be large or run the other way;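 further: plate controls were DMSO vehicle for no effect and reference drug for full effect; nearly all actives have a fitted effect of over 65% in size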
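Infected erythrocytes (Dd2, 0.3% parasitemia, 2.5% hematocrit final) are added to compound in RPMI-1640/Albumax II medium, grown 72 h at 37C in low oxygen, then lysed with saponin/Triton-X containing SYBR Green and read by fluorescence.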
Starred values were filed as active, the others as inactive; i = inactive; ? = inconclusive; [ ] = another dose, or the depositor's remark. Potency means the concentration at half of the fitted maximal effect. Some of the compounds tested. The share of hits here may be higher or lower than overall.

SMILES | Pf Dd2 growth
CC(=O)N1c2c(cc(Br)cc2S(=O)(=O)Nc2ccccc2C)CC1C (stereo not drawn) | -13%
Cn1cc(S(=O)(=O)N2CCc3ccccc32)cc1C(=O)Nc1ccc(C(F)(F)F)cc1 | ?
CCOc1ccc(S(=O)(=O)N2C[C@@H](F)C[C@H]2C(=O)N2CCc3ccccc3C2)cc1 | i
CN(CC1CCOC1)C(=O)NC1CCCC1 (stereo not drawn) | 37%[activator][5.79 µM]
Cc1ccc(C(=O)N2C(C(=O)N3CCCC3)COC23CCN(C(=O)c2ccc(F)cc2)CC3)cc1 (stereo not drawn) | -16%
C[C@H](C(=O)N(C)CCC#N)C1CC[C@@]2(C)Cc3sc(NC(=O)C4CC4)nc3[C@@H](C)[C@@H]2[C@H]1O (stereo partly drawn) | -3%
O=C(Cn1c(=O)n(-c2cccc(Cl)c2)c(=O)c2sc3ccccc3c21)N1CCCC1 | -15%
CCCNC(=O)NCCc1noc(-c2cccnc2)n1 | 13%
COCCNC(=O)c1nc(-c2cccnc2)c2cnccn12 | 0%[44.1 µM]
Cc1ccccc1-n1nc(-c2c(C)nc3scc(CC(=O)N4CCCC4)n3c2=O)cc1C | i
CNC(=O)c1noc([C@@H]2CC(F)(F)CN2C(=O)C2CCCC2)n1 | 35%
Cc1ccc(NC(=O)CSc2[nH]c(=O)ncc2C)cc1 | i
Cn1c(=O)c2c(-c3cccc(Br)c3)n(C(C)(C)CO)cc2n(C)c1=O | -5%
COc1ccc(NC(=O)NCc2cccn2Cc2ccc(F)cc2)cc1OC | -14%
COc1ccc(CNC(=O)C2CCN(C(=O)c3ccc(-n4ccc5ccccc54)s3)CC2)cc1 | ?
CC(=O)N1CCC(C2CCN(Cc3ccccc3C)C2)CC1 (stereo not drawn) | i
COc1cccc(C(=O)NCCn2ccn3nc(-c4ccc(C)cc4C)cc3c2=O)c1OC | i
Cc1nc2ccccn2c(=O)c1NC(=O)c1cccc(F)c1 | 15%
Cc1cccc(NC(=O)CN(C)S(=O)(=O)c2ccc3c(c2)c(=O)n(C)c(=O)n3C)c1C | -4%
COCc1nnc2n1CCC(NC(=O)c1ccco1)CC2 (stereo not drawn) | 12%
Cc1ccc(C)c(S(=O)(=O)NCCc2csc(-c3ccc(Cl)cc3)n2)c1 | ?
O=C1NCCOCCCN(C(=O)Nc2ccccc2)[C@H]2CCC[C@@H]12 | -6%
COc1ccc(CNC(=O)CC[C@H]2CNC(=O)[C@@H]3[C@@H](CCN3Cc3cccs3)N2C)cc1 | i
O=C(c1ccco1)N1CC(F)(F)C[C@H]1c1nc(-c2ccncc2)no1 | ?
Cc1cccc(Cn2c(=O)n(-c3cc(C)cc(C)c3)c(=O)c3oc4ccccc4c32)c1 | ?

(further entries)
SMILES | Pf Dd2 growth
Cc1ccc(CN2CC[C@H]3C(=O)NCCCCCCN(Cc4ccncc4)[C@@H]3C2)o1 | -13%
Cc1ncc(CC(=O)N2C[C@@H](C(=O)O)[C@H](C3CC3)C2)c(=O)[nH]1 | -15%
CCOc1ccc(S(=O)(=O)n2nc(C)c(S(=O)(=O)N3CCCCC3)c2C)cc1 | 7%
CCCCNc1ccc(-c2nc(-c3ccco3)no2)cc1[N+](=O)[O-] | 14%
Cc1noc(C2CC3(CCN(C(=O)CC4CCCC4)CC3)CN2C)n1 (stereo not drawn) | ?
Cc1ccccc1-n1c(=O)c2c3c(sc2n2cnnc12)CCCC3 | 99%[activator]
O=C(N[C@H](Cc1ccccc1)C1CC(O)C1)c1ccc2nccn2c1 (stereo partly drawn) | -9%
CC1CCN(S(=O)(=O)c2ccc3c(c2)N(CC(=O)NC(C)c2ccccc2)C(=O)CO3)CC1 (stereo not drawn) | -6%
CCNC(=O)NC[C@@H]1C=C(C)[C@H](CC(=O)N2CCN(C(C)=O)CC2)C[C@H]1C(C)C | -19%[44.1 µM]
CC(C)CCN1CCC(N2CCN(C(=O)c3ccccc3Br)CC2)C1=O (stereo not drawn) | -15%
COc1cccc(C2=C(C(C)=O)Sc3nncn3N2C(C)=O)c1 | ?
O=C(CCC1CCN(C(=O)c2ccccc2)CC1)NCCCN1CCCc2ccccc21 | ?
COc1ccc2cc(-c3nc(Cl)c4c5c(sc4n3)CC(C)CC5)c(=O)oc2c1 (stereo not drawn) | 30%
O=C(NC1CCN(c2cc(-c3cccs3)[nH]n2)C1)c1ccc(Br)cc1 (stereo not drawn) | -11%
Cc1nn(C(=O)CCCC(=O)N2CCC(Cc3nncn3C)CC2)c2ccccc12 | ?
COc1ccc(C(=O)Nc2ccc([C@H]3OCC(=O)N(C)[C@@H]3CO)cc2)cc1 | -8%[44.1 µM]
Cc1cc(C)c(S(=O)(=O)NCc2ccc3c(c2)CCN3C(=O)c2ccccc2)c(C)c1 | -26%
CCc1ccccc1NC(=O)C(CCSC)NS(=O)(=O)c1ccc2c(c1)oc(=O)n2C (stereo not drawn) | 11%
COc1ccc2[nH]c3c(c2c1)CCNC31CCN(C(=O)c2cc(C)[nH]n2)CC1 | ?
CN1CC(=O)N(C2CCCNC2)Cc2c(NCCCO)ncnc21 (stereo not drawn) | 20%
CO[C@@H]1COCC[C@H]1NC(=O)CCSc1ccc2c(c1)OCCO2 | -8%
CN(C)c1ccc(CNC(=O)c2ccc(NC(=O)c3nsc4ccccc34)cc2)cc1 | -21%
Cc1ccc(C(=O)NC2CCN(c3cnn(CC4CC4)c(=O)c3)CC2)c(C)c1 | 2%
CC1CCN(C(=O)Cn2c(=O)oc3cc(S(=O)(=O)N4CCCCC4)ccc32)CC1 | i
CN1CCC2(CC1)CN(C(=O)Nc1ccccc1)Cc1ccccc1O2 | ?

Later entries.
SMILES | Pf Dd2 growth
O=C(Cn1nc(Cc2cccnc2)c2ccccc2c1=O)Nc1cccc(C(F)(F)F)c1 | -9%
CNC(=O)[C@H]1C[C@H](Oc2ccccc2)CN1C(=O)c1ccc(Cc2c(C)noc2C)o1 | -8%
Cc1noc([C@@H]2CN(Cc3cccnc3)C[C@H]2CO)n1 | 24%
CCOC(=O)c1ccc(N2C(=O)c3[nH]nc(-c4ccc(OC)cc4)c3C2c2cccc(O)c2)cc1 (stereo not drawn) | ?
CCn1ccc2c(OCC(=O)Nc3ccc(C(C)=O)cc3)cccc2c1=O | -2%
CCn1cc(C(=O)NCCC(C)C)c(=O)c2cc(S(=O)(=O)N(C)C3CCCCC3)ccc21 | -1%
C=Cc1ccc(Cn2c(C(=O)O)c(CNCc3cc(Br)ccc3OC)c3ccc(C)cc32)cc1 | ?
COCCNC(=O)CCC1CCN(C(=O)c2ccccc2Cl)CC1 | -3%
CCc1nc(-c2c3n(c(=O)n(CC(=O)Nc4cc(C)ccc4C)c2=O)CCCCC3)no1 | i
O=C(C1CCN(S(=O)(=O)c2cccc3nonc23)CC1)N1CCN(c2ccc(F)cc2)CC1 | -29%
O=C(CCC1CCN(C(=O)c2ccccc2)CC1)Nc1ccc(F)c(F)c1 | i
O=C(Nc1cccc(Cl)c1Cl)c1ccc2c(c1)N(Cc1cccc(Cl)c1)C(=O)c1ccccc1S2(=O)=O | 5.6µM*
CC(=O)Nc1cccc(-c2ccc3ncn(Cc4ccccn4)c(=O)c3n2)c1 | -3%[44.1 µM]
COc1ccccc1NC(=O)c1sc2nc3c(cc2c1N)CN(Cc1ccccc1)CC3 | ?
COC(=O)CCNC(=O)N1CCN(c2nnc(C)c3c(C)n(-c4ccc(Cl)cc4)nc23)CC1 | i
Cn1cc(CN2C[C@H](C(=O)Nc3ccccc3)C[C@H]2c2cccc(C(F)(F)F)c2)cn1 | ?
CC(C)c1ccc(NC(=O)CC2Oc3ccccc3NC2=O)cc1 (stereo not drawn) | 26%
Cc1cc(C)cc(NC(=O)C2CC(=O)N(c3n[nH]c4cccc(F)c34)C2)c1 (stereo not drawn) | -16%
Cc1cnc(C(=O)NC2C[C@H]3CC[C@@H](C2)N3C(=O)COc2ccccc2)cn1 (stereo partly drawn) | i
COCCn1nnnc1C1CC2(CCOCC2)C(=O)N1Cc1ccc(F)cc1 (stereo not drawn) | 18%
CN1C[C@@H]2CCCN3CCC[C@@H]([C@H]23)[C@H]1CCCC(=O)NCCN1CCCC1 | i
Cc1ccc(Cn2c(CN3CCC(C(=O)NCc4cccnc4)CC3)cc3ccccc32)cc1 | ?
O=C(NCCC1=CCCCC1)C1CCN(C(=O)N2CCOc3ccc(Cl)cc32)CC1 | ?
O=c1c2sc3ccccc3c2n(Cc2ccccc2F)c(=O)n1CCc1ccccc1 | 18%
Cc1ccc(NC(=O)CSc2nc(=O)cc(N)n2-c2ccccc2)cc1 | 8%

Next section:
SMILES | Pf Dd2 growth
COc1ccc(CN2CCC3(COC(=O)N3Cc3ccccn3)C2)cn1 (stereo not drawn) | 4%[44.1 µM]
COc1ccc(C(=O)N2CCC3(CC2)N(CC2CC2)C(=O)CS3=O)cn1 (stereo not drawn) | 27%
CCC(C(=O)N1CCc2onc(-c3ccc(F)c(F)c3)c2C1)n1cccn1 (stereo not drawn) | -24%
Cc1noc([C@@H]2CC(F)(F)CN2C(=O)c2ccc3nc[nH]c3c2)n1 | 2%
CS(=O)(=O)N1C[C@H]2CCN(Cc3ccc(F)cc3F)C[C@H]21 | i
Cc1ccc(C(=O)N2CCC(c3nn(Cc4ccccc4)c(=O)[nH]3)CC2)cc1 | -8%
CCCOc1ccc(C(=O)Nc2ccc3oc(-c4ccc(N(C)C)cc4)nc3c2)cc1 | ?
COCc1nc(C2CCCN(C(=O)CC3CCCC3)C2)no1 (stereo not drawn) | -2%
CN(Cc1ccc(-c2ccccc2)cc1)C(=O)c1ccc(F)cc1 | ?
COC(=O)c1ccc(Cn2nc(-c3ccc(C)cc3)ccc2=O)cc1 | 7%
CN(C(=O)CN1C(=O)NC2(CCOCC2)C1=O)C1CCCCC1 | 13%
CN(C)[S+](=O)([O-])c1ccc2c(c1)OCCN(Cc1ccccc1F)C2 | i
CN1C(=O)C(CC(=O)Nc2cccnc2)=C2CCCCC21 (stereo not drawn) | -21%
O=C(CN1C(=O)COc2ccc(S(=O)(=O)N3CCOCC3)cc21)N1CCN(c2ccc(F)cc2)CC1 | ?
c1ccc(-c2cnc(Nc3ccc4c(c3)OCCO4)c3c2CCO3)cc1 | ?
COc1ccc(CNC(=O)CC[C@H]2CNC(=O)[C@@H]3[C@@H](CCN3C3CCCCC3)N2C)cc1 | i
CN(C1CCCCC1)S(=O)(=O)c1ccc2c(c1)c(=O)c(C(=O)NCc1ccccc1Cl)cn2C | 64%[activator]
O=C(NCCCc1nc2ccccc2n1Cc1ccccc1Cl)C1CCCCC1 | ?
O=C(CCC1CCCN(Cc2cn[nH]c2-c2ccc(F)cc2)C1)Nc1ccccc1F (stereo not drawn) | ?
CCOc1ccc(CC(=O)N2CCC(n3cc(-c4nc(-c5ccccc5)no4)nn3)C2)cc1 (stereo not drawn) | -15%
O=C1C(OCC2CC2)C2(CCCCC2)N1C1CCN(Cc2cccnc2)CC1 (stereo not drawn) | 8.9µM*
Cc1nnc2n1CCC(N(C)S(=O)(=O)c1ccccc1F)CC2 (stereo not drawn) | ?
CC(C)NC(=O)NC[C@H]1O[C@@H](CC(=O)NCCN(C)C)[C@H](O)[C@@H]1O | 53%[activator][44.1 µM]
COc1ccc(CNC(=O)[C@@H](C)C2CC[C@@]3(C)CC[C@H](NC(=O)C4CC4)[C@@H](C)[C@@H]3[C@H]2O)cc1 (stereo partly drawn) | i
CCN(CC)c1ccc2nc3c(=O)n(C)c(=O)n(C)c3nc2c1 | 62%[activator]

Continued:
SMILES | Pf Dd2 growth
O=C(CCC(=O)N1CC2CCCN2c2ccccc21)NCc1ccc(Cl)cc1 (stereo not drawn) | 5%
Cn1nnnc1SCCCNCc1ccccc1OCc1ccccc1Cl | ?
CCOC(=O)c1ccccc1NC(=O)CSc1nc(=O)[nH]c2c1CCCC2 | i
Cc1cccc(CN2CCCC23Cc2ccccc2CNC3=O)c1 (stereo not drawn) | ?
CCc1ccc(C(=O)N2c3ccccc3CC2c2nc(C3CC3)no2)cc1 (stereo not drawn) | 8%[5.79 µM]
CSc1cccc(NC(=O)C2CCCN(c3cnc4nc(C)c(C)nc4c3)C2)c1 (stereo not drawn) | ?
Cc1noc(-c2cn(C3CCN(C(=O)c4cc(Cl)ccc4F)C3)nn2)n1 (stereo not drawn) | i

An excerpt from above in order of SMILES length, low to high:
SMILES | Pf Dd2 growth
Cn1nnnc1SCCCNCc1ccccc1OCc1ccccc1Cl | ?
Cc1cccc(CN2CCCC23Cc2ccccc2CNC3=O)c1 (stereo not drawn) | ?
Cc1nnc2n1CCC(N(C)S(=O)(=O)c1ccccc1F)CC2 (stereo not drawn) | ?
CCN(CC)c1ccc2nc3c(=O)n(C)c(=O)n(C)c3nc2c1 | 62%[activator]
c1ccc(-c2cnc(Nc3ccc4c(c3)OCCO4)c3c2CCO3)cc1 | ?
CCc1ccc(C(=O)N2c3ccccc3CC2c2nc(C3CC3)no2)cc1 (stereo not drawn) | 8%[5.79 µM]
CCOC(=O)c1ccccc1NC(=O)CSc1nc(=O)[nH]c2c1CCCC2 | i
Cc1noc(-c2cn(C3CCN(C(=O)c4cc(Cl)ccc4F)C3)nn2)n1 (stereo not drawn) | i
CSc1cccc(NC(=O)C2CCCN(c3cnc4nc(C)c(C)nc4c3)C2)c1 (stereo not drawn) | ?
O=C(CCC1CCCN(Cc2cn[nH]c2-c2ccc(F)cc2)C1)Nc1ccccc1F (stereo not drawn) | ?
CCOc1ccc(CC(=O)N2CCC(n3cc(-c4nc(-c5ccccc5)no4)nn3)C2)cc1 (stereo not drawn) | -15%
CC(C)NC(=O)NC[C@H]1O[C@@H](CC(=O)NCCN(C)C)[C@H](O)[C@@H]1O | 53%[activator][44.1 µM]
CN(C1CCCCC1)S(=O)(=O)c1ccc2c(c1)c(=O)c(C(=O)NCc1ccccc1Cl)cn2C | 64%[activator]
COc1ccc(CNC(=O)CC[C@H]2CNC(=O)[C@@H]3[C@@H](CCN3C3CCCCC3)N2C)cc1 | i
COc1ccc(CNC(=O)[C@@H](C)C2CC[C@@]3(C)CC[C@H](NC(=O)C4CC4)[C@@H](C)[C@@H]3[C@H]2O)cc1 (stereo partly drawn) | i
